C8 TRAIL sens: sensitizes caspase-8 expressing cells to TRAIL; hit rate 1% among 360,000; NB7+C8 cells + TRAIL, ATPlite viability luminescence; AID 624354; inhibition (viability loss, TRAIL sensitization), % at 10 µM;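 active = compounds causing at least 50% loss of cell viability in the single-dose screen, relative to plate controls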
Shn3 inh set2: reduces Shn3 3'UTR luciferase signal in osteoblasts. Clone20 osteoblast Shn3 3'UTR firefly luciferase, 24 h. inhibition, % at 12.5 µM. hit rate 0.52% among 360,000;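 active = mean inhibition of at least 75% with every replicate also reaching 75%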;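 note: 0% = median of neutral control wells and 100% = pilot-screen positive control compound; some compounds past the cut are filed as inactive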
TROY signal inh: TROY signaling inhibition. Q293 LMP1-TROYcd NF-kB luciferase reporter, 4 h. inhibition, % at 10 µM. hit rate 0.98% among 360,000;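 active = compounds whose plate-normalised and pattern-corrected inhibition of the luciferase reporter signal at the single screening dose is 50% or more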
COUP-TFII inh: blocks human COUP-TFII nuclear receptor. inhibition, % at 8.6 µM. AID 686940. hit rate 0.7% among 370,000. HEK293T NGFI-A luciferase reporter, luminescence;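 active = inhibition above a per-plate cutoff, mean inhibition of test wells between control levels plus 3 SD, cut at about 38% in these data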;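 note: cells cotransfected with COUP-TFII expression vector driving the NGFI-A reporter; 0% = median of COUP-TF2 test wells and 100% = reporter-only cells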
Target sequence (P24468 whole entry, looked up): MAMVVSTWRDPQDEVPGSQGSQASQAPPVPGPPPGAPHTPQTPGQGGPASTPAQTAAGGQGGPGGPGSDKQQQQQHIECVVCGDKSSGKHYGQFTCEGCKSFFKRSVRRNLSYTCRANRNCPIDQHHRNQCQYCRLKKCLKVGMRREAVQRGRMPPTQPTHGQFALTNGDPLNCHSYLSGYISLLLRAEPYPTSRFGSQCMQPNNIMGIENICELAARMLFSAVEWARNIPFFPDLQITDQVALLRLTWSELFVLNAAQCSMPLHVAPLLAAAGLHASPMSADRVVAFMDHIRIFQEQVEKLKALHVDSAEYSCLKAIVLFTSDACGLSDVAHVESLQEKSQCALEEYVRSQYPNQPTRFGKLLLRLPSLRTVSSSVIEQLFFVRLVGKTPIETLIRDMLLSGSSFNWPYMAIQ
NCOA1 inh: inhibits human SRC1 coactivator; Q15788; hit rate 0.12% among 360,000; AID 588354; inhibition, % at 3.6 µM; HEK293 GAL4-SRC1 luciferase reporter, luminescence;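 active = inhibition above the campaign mean plus 3 SD, with each screening campaign given its own cutoff, cut at about 60% in these data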;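 note: 0% = DMSO treated cells and 100% = gossypol at 36 µM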
NR5A2 inv ag: suppresses constitutive activity of human LRH-1 | HEK293T StAR-luciferase reporter, LRH-1 transfected, 24 h | inhibition, % at 3.6 µM | hit rate 0.13% among 360,000 | AID 602396;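 active = inhibition above the mean inhibition of all tested compounds plus 3 SD, cut at about 73% in these data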;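 note: 0% = DMSO wells and 100% = reporter-only cells lacking LRH-1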
Target sequence (O00482 whole entry, looked up): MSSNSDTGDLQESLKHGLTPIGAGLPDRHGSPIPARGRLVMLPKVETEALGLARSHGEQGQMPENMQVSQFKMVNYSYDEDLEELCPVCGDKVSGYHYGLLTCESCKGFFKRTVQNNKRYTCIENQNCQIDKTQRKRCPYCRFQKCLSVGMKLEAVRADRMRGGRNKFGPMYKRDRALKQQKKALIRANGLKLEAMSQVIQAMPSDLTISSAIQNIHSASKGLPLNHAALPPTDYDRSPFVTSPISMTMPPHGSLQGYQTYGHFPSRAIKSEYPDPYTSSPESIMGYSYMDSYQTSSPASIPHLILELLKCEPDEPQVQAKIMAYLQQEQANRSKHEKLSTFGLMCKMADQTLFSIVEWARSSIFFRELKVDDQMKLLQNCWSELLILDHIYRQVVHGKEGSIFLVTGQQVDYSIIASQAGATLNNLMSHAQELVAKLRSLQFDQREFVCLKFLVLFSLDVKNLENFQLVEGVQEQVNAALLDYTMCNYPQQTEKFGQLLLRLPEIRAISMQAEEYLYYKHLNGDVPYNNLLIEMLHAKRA
CF NFkB inh: blocks PAF-induced NF-kB reporter in cystic fibrosis cells. AID 588850. hit rate 0.86% among 360,000. KKLEB NF-kB-GFP reporter, GFP fluorescence overnight. inhibition, % at 5 µM;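 active = at least 50% inhibition at 5 µM, scaled per plate between neutral and stimulator controls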;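 note: PAF is a Pseudomonas aeruginosa culture filtrate used as stimulus; plate controls were PAF-stimulated DMSO wells for no effect and unstimulated DMSO wells for full effect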
KKLEB cytotox: reduces viability of KKLEB cystic fibrosis airway cells. KKLEB CF airway cells viability, ATPlite luminescence, overnight; hits give low values; cells stimulated with P. aeruginosa culture filtrate. activity change (cytotoxicity), % at 5 µM. hit rate 0.36% among 360,000. AID 602141;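 active = corrected activity change at or below -50% at 5 µM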
NCOA3 inh: inhibitors of human steroid receptor coactivator 3 (SRC3); Q9Y6Q9; hit rate 0.17% among 360,000; AID 588352; inhibition, % at 3.6 µM; HEK293 GAL4-SRC3 luciferase reporter, luminescence;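 active = inhibition above a per-campaign cutoff, the mean of all compounds plus 3 SD, cut at about 60% in these data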;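 note: 0% = DMSO-treated cells and 100% = gossypol-treated cells at 36 µM; higher means less SRC3-driven luciferase light from the GAL4 reporter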
TWEAK-Fn14 inh: inhibitors of TWEAK-Fn14 interaction signaling; TWEAK-stimulated Fn14 reporter cells, luciferase luminescence, 8 h; inhibition, % at 10 µM; hit rate 2% among 360,000; in the data active = inhibition above about 50%
LMP1 NFkB inh: inhibitors of Epstein-Barr LMP1-induced NF-kappaB reporter; LMP1-induced NF-kappaB luciferase reporter cells, luminescence; inhibition, % at 12.5 µM; hit rate 0.69% among 350,000; AID 504558; in the data active = inhibition above about 41%;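 note: 0% = neutral control wells and 100% = reference inhibitor control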
* = called active by the depositor; nt = not tested or not shown.

nr	Structure	NCOA1 inh	TWEAK-Fn14 inh	Shn3 inh set2	C8 TRAIL sens	NCOA3 inh	NR5A2 inv ag	TROY signal inh	CF NFkB inh	LMP1 NFkB inh	COUP-TFII inh	KKLEB cytotox
1	CC1(C(=O)NCc2ccccc2)Oc2ccccc2NC1=O (stereo not given)	8.5	7.8	-8.9	-6.5	7.6	7.4	-17.5	-5.9	2.3	4.4	0.9
2	Cc1ccc(/C=N\NC(=O)COc2ccc(C)cc2[N+](=O)[O-])cc1	-23.4	-10.3	-8.8	2.2	1.5	-1.7	-3.1	-3.0	-0.9	-0.2	10.8
3	COc1cc2c(cc1OC)C(SC)=NC1(CCCC1)C2	18.9	12.0	15.2	-0.5	30.6	5.6	-9.8	5.7	3.0	10.2	-0.3
4	COc1ccc(CN(C)C(=O)CCCNC(=O)c2ccc(Cl)cc2)cc1	-13.0	15.0	-17.2	10.1	-18.8	-0.3	-27.2	-4.2	-5.1	8.8	6.7
5	Cc1ccc(-c2nn(C)c(=O)c3ccccc23)cc1S(=O)(=O)N1CCCC1	-43.3	3.1	41.2	-3.3	-6.4	-5.9	1.7	2.4	0.6	-33.7	-5.9
6	O=C(CC(c1ccccc1)c1cc(Cl)ccc1O)N1CCOCC1 (stereo not given)	7.3	23.9	-2.4	-6.5	14.7	8.7	0.9	-4.5	4.0	-11.1	6.8
7	CCOc1cc(C2C(C(=O)c3ccc(C)o3)=C(O)C(=O)N2CCc2ccccc2)ccc1O (stereo not given)	-10.0	-5.0	0.3	-23.1	1.9	20.2	-10.1	-4.0	18.9	1.5	3.6
8	CCOC(=O)N1CCN(CC(=O)Nc2cc(C)nn2-c2nc3ccccc3s2)CC1	-8.4	17.1	5.9	-7.6	10.9	17.6	-12.0	8.5	-14.9	10.5	-13.6
9	COc1cc(NC(=O)Cn2cnc(S(=O)(=O)N3CCC(C)CC3)c2)cc(OC)c1OC	10.4	1.5	-3.4	1.9	-15.7	-9.7	12.6	5.9	1.6	17.4	-7.5
10	Cn1nc(C(=O)O)c(=O)n(C)c1=O	-6.3	-1.1	1.9	1.4	-5.3	-7.4	1.9	13.5	3.7	11.7	-22.9
11	N#Cc1ccc2[nH]cc(CCO)c2c1	-31.4	-1.5	-9.1	6.2	0.4	-5.8	-11.6	8.1	3.9	-7.3	-1.2
12	C=CC[C@H](CC(=O)NCCO)C(=O)N[C@@H](COC(=O)[C@H](CC=C)CC(=O)OC(C)(C)C)Cc1ccccc1	4.7	-14.6	-3.2	10.9	6.7	-3.8	2.4	25.0	4.9	-18.8	0.0
13	CC(=O)Nc1cccn(Cc2c(Cl)cccc2Cl)c1=O	-3.7	0.4	14.0	1.3	-16.6	0.0	-17.1	6.6	-3.2	-36.1	-1.3
14	O=C(c1ccc2c(c1)OCCO2)N1CCN(c2ccccn2)CC1	-7.0	30.5	-4.6	-11.0	19.3	1.8	-27.4	-5.6	-12.4	0.8	17.0
15	CCOCC(=O)Nc1ccc(OCc2ccccc2)cc1	-33.1	-2.5	-9.3	-6.8	-45.5	-30.9	-33.6	-10.5	1.1	-19.6	-5.8
16	CC(=O)Nc1ccc(-c2csc(NC(C)c3ccccc3)n2)cc1 (stereo not given)	-2.0	4.3	13.5	3.4	-5.5	1.3	9.1	6.1	-2.5	10.4	15.5
17	O=C(NCc1ccco1)C(c1ccncc1)N(C(=O)Cc1cccs1)c1ccccc1 (stereo not given)	-3.7	16.1	13.3	-4.6	4.6	-5.7	-25.5	-1.1	-5.7	-26.1	18.6
18	CCN(CC(=O)Nc1c(F)cccc1F)C(=O)CN1C(=O)C2CCCCC2C1=O (stereo not given)	4.5	-1.5	11.2	-0.5	5.8	-9.5	-11.0	-6.9	4.1	9.2	3.6
19	COc1ccc2[nH]c3c(c2c1)CCN1C(=O)N([C@@H](C)C(=O)NCc2ccco2)C(=O)[C@]31C	-6.8	-3.2	4.2	9.1	-12.2	-8.9	3.2	3.2	-1.0	11.7	2.9
20	O=C1CCCC/C=C\C[C@H](CC(=O)N(CCO)Cc2ccccc2)C(=O)N2CCC[C@@H]2CO1	9.1	-4.9	-8.5	-4.6	-3.8	-2.4	-15.0	-5.1	-2.1	21.3	18.1
21	O=C(NCC1CCCCC1)c1csc([C@@H]2O[C@H](CO)[C@H](O)[C@H](O)[C@H]2O)n1	-5.2	-3.7	20.8	-10.3	-1.7	-30.7	9.8	-16.9	nt	3.0	-6.9
22	COc1ccc(N2CCN(C(=O)c3csc4ccccc34)CC2)cc1	10.8	11.3	4.1	-13.6	11.2	2.9	1.9	5.1	-4.5	1.1	0.6
23	COc1ccccc1CNC(=O)CS(=O)(=O)c1ccccc1	-31.4	17.4	8.2	-23.1	20.7	5.9	-12.7	-16.8	-8.4	2.4	10.4
24	O=C(CN1CCN(S(=O)(=O)c2ccc(Cl)s2)CC1)NCc1ccc(Cl)cc1	-23.0	-13.4	0.0	15.3	21.0	-12.8	15.4	-5.1	5.1	0.9	0.3
25	COc1ccccc1OCC#CCn1ccnc1	-9.5	-0.6	1.7	4.8	-28.1	-1.6	24.4	-4.4	-3.9	3.5	0.1
26	O=C(O)c1cc(-c2cccs2)nc2ccc(Br)cc12	-7.3	-1.7	-1.4	8.9	-12.3	5.0	-3.0	2.2	0.9	0.4	-1.1
27	O=C(CCN1C(=O)/C(=C/c2ccccc2F)SC1=S)N[C@@H](CO)Cc1ccccc1	17.1	22.1	-45.6	-0.4	23.3	7.7	0.6	16.1	4.6	9.4	-0.8
28	CNCc1ccc(OCc2ccccc2)c(OC)c1	-57.4	-44.7	-24.2	-12.1	-2.8	-6.3	-37.0	12.4	20.3	-7.5	0.4
29	N#Cc1c(N)n(CCCN2CCOCC2)c2nc3ccccc3nc12	-9.9	13.0	-7.4	-12.0	9.4	9.1	13.0	-9.7	-3.9	5.2	2.7
30	COc1ccc(CCC(=O)NCCS(=O)(=O)N2CCN(c3ccccc3F)CC2)cc1	0.0	4.8	14.8	16.5	-5.1	3.1	3.1	18.0	6.6	14.5	-13.7

Following part:
nr	Structure	NCOA1 inh	TWEAK-Fn14 inh	Shn3 inh set2	C8 TRAIL sens	NCOA3 inh	NR5A2 inv ag	TROY signal inh	CF NFkB inh	LMP1 NFkB inh	COUP-TFII inh	KKLEB cytotox
31	CC(=O)NS(=O)(=O)c1ccccc1	3.5	5.9	1.9	-3.5	9.8	-2.8	1.1	10.6	-1.6	0.3	-1.6
32	CCCC1(c2ccccc2)NC(=O)N(CCN2C(=O)c3ccccc3C2=O)C1=O (stereo not given)	2.8	11.0	6.9	1.1	20.2	5.1	7.8	-17.1	-1.2	nt	-20.8
33	COc1ccc(C(=O)N2CCN(C(=O)c3ccc(-c4ccccc4)cc3)CC2)cc1OC	-7.6	10.2	-17.3	23.4	-18.4	-1.8	-0.1	-6.2	7.4	-0.3	9.3
34	COc1ccc(Cl)cc1NC(=O)CCNS(=O)(=O)c1cccc2nonc12	-10.5	0.3	12.0	8.4	-2.1	15.9	-13.3	13.9	-5.3	11.2	-9.4
35	Cc1sc2ncnc(N[C@@H](CCC(=O)O)C(=O)O)c2c1C	3.8	10.2	-0.8	-13.1	-2.3	-4.7	-15.5	0.6	0.1	7.5	-4.9
36	Cn1c(SCC(=O)N2CCCc3ccccc32)nnc1-c1cccs1	6.7	6.0	0.2	-6.0	15.5	-6.0	6.6	-14.0	5.2	16.0	13.6
37	CC(=O)Nc1ccc(S(=O)(=O)N[C@@H](C)C(=O)OCC(=O)c2ccc(C)cc2)cc1	7.8	4.8	-5.5	3.7	-2.6	8.2	14.5	1.6	-5.4	-7.4	-2.1
38	CCCN(C(=O)CSc1nnc(-c2ccncc2)n1CCC)c1c(N)n(Cc2ccccc2)c(=O)[nH]c1=O	13.0	-6.5	-5.8	-28.3	-0.4	17.3	11.8	1.5	-2.9	-11.8	-4.6
39	Cc1cc(C)nc(Sc2ncnc(N)c2[N+](=O)[O-])n1	8.7	47.7	40.4	0.4	-0.7	-7.9	8.4	63.0*	16.6	-11.5	-12.0
40	CCOC(=O)C(NC(=O)C1C(C)N1S(=O)(=O)c1ccc(C)cc1)C(=O)OCC (stereo not given)	-10.0	6.9	-5.2	1.5	-20.4	5.7	-4.8	10.7	6.6	-20.0	-3.1
41	O=C(CCc1ccccc1)N1CCN(c2ccccn2)CC1	-3.6	10.1	0.2	4.4	9.4	13.8	1.0	-4.3	-3.5	-26.5	14.2
42	Cc1cc2ncn(C3CC(O)C(CO)O3)c2cc1C (stereo not given)	-3.6	-1.6	-14.4	-1.6	-4.8	5.9	7.9	-18.0	0.9	-2.2	0.6
43	C=CCc1cccc(OC)c1OCCOCCNCCO	-9.0	-1.0	-5.0	9.8	-12.7	-2.9	11.4	-6.6	-0.6	-7.7	13.8
44	O=C(Cc1ccc2c(c1)CCCC2)Nc1ccccc1Cl	-12.6	-37.6	-18.1	-19.1	-14.2	7.0	-45.5	-3.2	-8.5	-1.5	-11.5
45	COc1ccc(-c2ccc(C(C)=O)cc2)cc1[C@H]1[C@@H]2C=CCC[C@@]2(C)C(=O)N1Cc1ccccc1	-3.5	0.3	-14.0	20.3	-1.0	15.1	2.7	25.7	2.1	-9.9	-7.8
46	O=C1c2sc3nc4ccccc4n3c2C(=O)N1c1ccccc1Cl	-7.3	-0.7	12.8	-3.4	-20.0	-61.2	nt	-3.9	5.2	-22.0	9.1
47	O=C(Cc1ncn[nH]1)NCCc1ccccc1	0.4	5.2	11.7	0.5	8.6	-6.9	-3.2	7.4	0.5	31.2	4.3
48	CCN(CC)S(=O)(=O)c1cc(Br)c(C)cc1OC	2.0	-12.6	7.1	12.1	11.2	11.1	8.1	7.5	10.6	-68.7	-4.5
49	O=C(CCN1C(=O)/C(=C/c2ccc(F)cc2)SC1=S)NNC(=O)c1cccnc1	0.1	-20.7	21.4	19.1	21.0	-15.8	-7.0	6.2	0.7	20.1	-2.5
50	OCCN1CCN(C(=S)Nc2ccc(SC(F)F)cc2)CC1	3.9	-11.2	24.3	3.9	2.0	-14.4	-2.8	-1.6	3.6	10.2	0.4
51	CCCS(=O)(=O)N1CCN(C(=O)c2cccnc2)CC1	-9.6	12.3	2.6	-5.4	3.9	9.8	0.8	1.0	2.6	4.7	0.2
52	O=C(CCOc1ccccc1)Nc1ccnn1C1CCN(CCc2ccccc2)CC1	9.0	-1.5	-26.2	-17.1	12.1	19.6	-3.2	3.3	-1.3	-7.3	-1.5
53	COC(=O)c1ccc(NC(=S)N2CCN(Cc3ccccc3)CC2)cc1	14.0	22.7	10.8	-9.3	-10.8	2.6	9.5	5.5	1.3	3.5	-3.2
54	Cc1ccc(/C=C(\C#N)C(=O)NCc2ccco2)o1	-0.7	-8.3	1.2	-0.5	-2.4	-9.4	-23.3	9.9	-3.2	0.9	5.1
55	COc1ccc(SC[C@H](Cc2ccccc2)N2CC[C@@H](C)CCC2=O)cc1	4.0	-5.6	5.2	5.8	10.3	-3.4	-1.0	-5.5	4.9	-3.1	-22.2
56	Cc1ccc(C(C(=O)NCc2ccccc2)N(Cc2ccco2)C(=O)c2snc(C(N)=O)c2N)o1 (stereo not given)	10.6	11.8	8.2	18.0	3.5	-17.3	-16.8	22.1	-10.8	14.1	-6.3

From PubChem

Some of the compounds tested; count on the stated rates, not on these rows.
